# Tau filament bind – binders of human tau filaments; recombinant tau filaments, thioflavin S fluorescence, 15 h; filaments grown with octadecylsulfate alongside compound; Potency, µM (series often up to 57.1 µM), without a hit: at the top dose activity change, negative = inhibition; actives 2% (n = 71,000);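 note: potency is the fitted concentration of half-maximal effect; % is set by controls: 0 for no effect and ±100 for the full control effect; actives lower thioflavin S fluorescence by blocking filaments or displacing dye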
# Target sequence (P10636 whole entry, looked up): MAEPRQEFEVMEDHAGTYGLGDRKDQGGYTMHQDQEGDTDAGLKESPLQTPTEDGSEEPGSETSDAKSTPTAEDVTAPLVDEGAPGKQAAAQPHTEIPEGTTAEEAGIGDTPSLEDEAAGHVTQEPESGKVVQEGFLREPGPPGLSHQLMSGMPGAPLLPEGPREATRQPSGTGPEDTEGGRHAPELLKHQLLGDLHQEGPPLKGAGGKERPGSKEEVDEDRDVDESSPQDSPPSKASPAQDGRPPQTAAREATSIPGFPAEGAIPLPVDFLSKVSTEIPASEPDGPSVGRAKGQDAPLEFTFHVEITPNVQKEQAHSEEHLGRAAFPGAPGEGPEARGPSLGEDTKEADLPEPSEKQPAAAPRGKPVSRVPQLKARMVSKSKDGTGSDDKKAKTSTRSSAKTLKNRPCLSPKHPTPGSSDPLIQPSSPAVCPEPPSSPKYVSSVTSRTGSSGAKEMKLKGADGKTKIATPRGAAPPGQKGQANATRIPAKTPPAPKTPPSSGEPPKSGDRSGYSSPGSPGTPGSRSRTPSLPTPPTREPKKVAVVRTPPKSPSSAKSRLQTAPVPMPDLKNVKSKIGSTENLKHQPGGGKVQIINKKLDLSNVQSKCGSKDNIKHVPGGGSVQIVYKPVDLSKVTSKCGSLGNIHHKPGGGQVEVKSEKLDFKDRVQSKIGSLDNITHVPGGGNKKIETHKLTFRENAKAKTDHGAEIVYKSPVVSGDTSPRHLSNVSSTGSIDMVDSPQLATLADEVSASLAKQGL
#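 His-tagged recombinant human tau (exons 2, 3, 10; 1 uM final) fibrillized with 30 uM sodium octadecylsulfate, 15 h at 37 C, in pH 7.4 HEPES buffer with 10 uM thioflavine S and 5 mM DTT. Reduced ThS fluorescence (450/510 nm) marks activity.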
# HEK293 cAMP cs – counter-screen for TSHR agonists: cAMP increase in parental HEK293; parental HEK293 CNG cAMP sensor, membrane potential fluorescence; Potency, µM (titrated, usually from 57.1 µM), for the others: at the top dose activation, hits mostly activators; actives 2.5% (n = 73,000); note: potency is the fitted concentration of half-maximal effect; % of control where 0% means no effect; nearly all actives have a fitted effect of over 55% in size
#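 Parental HEK 293 cells stably expressing a cAMP-gated CNG channel were loaded with membrane potential dye containing 100 uM RO 20-1724 for 60 min. Compound added for 30 min; depolarization read as fluorescence intensity at 590 nm.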
# ALOX15 inhib – blocks human 15-lipoxygenase activity; P16050; purified 15hLO-1, xylenol orange hydroperoxide absorbance; Potency, µM (doses to about 57.1 µM), for inactives: top-dose activity change, negative = inhibition, hits mostly inhibitors; actives 1.4% (n = 74,000); note: potency is the fitted concentration of half-maximal effect; % is set by controls: 0 for no effect and ±100 for the full control effect; nearly all actives have a fitted effect of over 55% in size
#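 40 nM 15hLO-1 + cpd, 15 min RT; start w/ 50 uM AA (final), 6 min RT; stop/detect w/ 200 uM XO + 300 uM Fe(II) in 50 mM H2SO4, 30 min; A573/A405. Buffer 25 mM Hepes pH 7.5, 0.01% Triton X-100. No-enzyme wells as negative control.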
# DNA Pol III inh – inhibitors of bacterial DNA polymerase III holoenzyme. Potency, µM (doses to about 57.1 µM), for inactives: at the top dose activity change, negative = inhibition. actives 0.25% (n = 71,000). reconstituted DNA polymerase III holoenzyme replication, biochemical; note: potency is the fitted concentration of half-maximal effect; % is set by controls: 0 for no effect and ±100 for the full control effect
#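 Reconstituted *E. coli* holoenzyme (0.35 nM Pol III, 1 nM beta, 154 nM SSB, 2 nM primase) was preincubated with compound for 15 min at RT. Synthesis on 1.4 nM ssM13Gori ran 35 min, then was stopped with PicoGreen/EDTA and read as dsDNA fluorescence.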
# Casp7 inh – blocks human caspase-7 allosterically or competitively; P55210; recombinant caspase-7, Ac-DEVD-AFC fluorescence rate; Potency, µM (series often up to 57.5 µM), without a hit: at the highest dose activity change, negative = inhibition, most hits filed as inhibitors; actives 0.02% (n = 75,000); active = well fitted inhibition curve with a large enough effect in the main read-out, with a control signal flat, not every such curve was filed as active; inconclusive = small, poorly fitted or top-dose-only effect, or a change in a side signal; note: potency is the fitted concentration of half-maximal effect; % of control where 0% means no effect
# Rhodamine fluor – rhodamine region autofluorescence; Rhodamine-region fluorescence, 547/598 nm, Tris buffer; active compounds read high; max dye-equivalent concentration, M; actives 0.05% (n = 59,000); in the data active = max dye-equivalent concentration above about 11 nM; inconclusive = between about 1.1 nM and that limit
#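 Read-out is relative fluorescence at 547 nm excitation and 598 nm emission, expressed as dye-equivalent concentration using rhodamine standards on every plate. Each compound was profiled across a concentration series after 15 min in 100 mM Tris, pH 8.0.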
# BRCT PPI green – BRCA1 BRCT-phosphoprotein interaction inhibition | BRCA1 BRCT-phosphopeptide binding, green fluorescence polarization | P38398 | Potency, µM (series often up to 76.9 µM), without a hit: at the top dose activity change, negative = inhibition, most hits filed as inhibitors | actives 0.05% (n = 75,000);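 note: potency is the fitted concentration of half-maximal effect; plate controls were peptide without protein for full effect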
#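 Compounds were incubated for 12 min at room temperature with a complex of 100 nM fluorescein-tagged pBACH1 decapeptide and 250 nM His-tagged BRCT protein. Buffer was phosphate pH 7.3 with EDTA, DTT and Tween 20. Disruption of binding lowers the polarization signal.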
# BRCT inh red – inhibitors of human BRCA1 BRCT-phosphoprotein interaction (red fluorophore) | AID 892 | actives 0.03% (n = 75,000) | BRCT-phosphopeptide binding, red fluorescence polarization | Potency, µM (series often up to 76.9 µM), inactives show top-dose activity change, negative = inhibition, hits mostly inhibitors; note: % is set by controls: 0 for no effect and ±100 for the full control effect
#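 Rhodamine-labelled pBACH1 10-mer (100 nM) bound to BRCT domain (100 nM) at pH 7.3; compounds incubated 12 min room temperature, polarization read. Free peptide defines full inhibition; unlabelled decapeptide titrated as control.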
# Casp1 inh – allosteric or competitive inhibitors of human caspase-1 | Caspase-1 enzyme, Ac-WEHD-AFC fluorogenic rate | P29466 | AID 900 | actives 0.03% (n = 75,000) | Potency, µM (series often up to 57.5 µM), for the others: at the highest dose activity change, negative = inhibition, actives largely listed as inhibitors;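 note: potency is the fitted concentration of half-maximal effect; plate controls were vehicle for no effect and no substrate for full effect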
# Target sequence (P29466 120-297 limits assumed): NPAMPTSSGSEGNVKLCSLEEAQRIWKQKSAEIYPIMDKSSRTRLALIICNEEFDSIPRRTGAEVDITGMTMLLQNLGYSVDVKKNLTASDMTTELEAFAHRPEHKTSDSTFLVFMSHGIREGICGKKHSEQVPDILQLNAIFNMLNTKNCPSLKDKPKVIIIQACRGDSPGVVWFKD
# Target sequence (P29466 317-404 limits assumed): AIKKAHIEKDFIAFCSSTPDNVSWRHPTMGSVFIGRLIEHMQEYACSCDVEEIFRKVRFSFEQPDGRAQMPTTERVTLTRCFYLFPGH
# HADH2 inh – blocks human hydroxyacyl-CoA dehydrogenase type II. Q99714. recombinant HADH2, NADH fluorescence, beta-hydroxybutyryl-CoA. Potency, µM (series often up to 57.1 µM), for the others: at the highest dose activity change, negative = inhibition, actives largely listed as inhibitors. actives 3.4% (n = 73,000). AID 886; note: potency is the fitted concentration of half-maximal effect; % is set by controls: 0 for no effect and ±100 for the full control effect; nearly all actives have a fitted effect of over 60% in size; many of its hits are not listed in these tables
#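 Activity measured as NADH fluorescence gain (360/450 nm), taken as the change between first and last reads of a 4-min kinetic run. Conditions: pH 9.0 Tris buffer, 20 nM E. coli-expressed His-tagged enzyme, 1 mM NAD+, 90 uM beta-hydroxybutyryl-CoA; 15-min compound preincubation.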
# USP2a inh – blocks human ubiquitin-specific protease USP2a; O75604; USP2a enzymatic assay, qHTS inhibition; Potency, µM (titrated, usually from 38.3 µM), inactives show at the top dose activity change, negative = inhibition, most hits filed as inhibitors; actives 0.1% (n = 60,000); AID 927;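 note: potency is the fitted concentration of half-maximal effect; nearly all actives have a fitted effect of over 60% in size; plate controls were DMSO for no effect and NEM full inhibition control for full effect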
#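 Inhibition is measured in a cell-free coupled assay with 20 nM USP2 core, 20 nM Ub-PLA2 and 20 uM NBD C6-HPC, 2.5 h incubation. Activity normalized to NEM control.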
# * marks the source's active call; other numbers are inactive results; i = inactive; ? = inconclusive; nt = not tested or not shown; & = joins results of further samples; [ ] = dose if it differs, or a comment. Unless noted, calls come from the whole dose curve; as a rule, active = well fitted curve in the direction sought with a large enough effect; inconclusive = small, poorly fitted or top-dose-only effect, or another doubt; inactive = no such curve, though single readings can be large; an effect the other way counts as inactive or inconclusive. An excerpt; count on the stated rates, not on these rows.
Structure,HEK293 cAMP cs,Casp7 inh,Tau filament bind,USP2a inh,DNA Pol III inh,BRCT PPI green,Casp1 inh,BRCT inh red,Rhodamine fluor,ALOX15 inhib,HADH2 inh
CC(=O)SC1CC2=CC(=O)CC[C@@]2(C)C2CC[C@@]3(C)[C@@H](CC[C@@]34CCC(=O)O4)C12 (stereo partly drawn),nt,2%,nt,15%,nt,0.7%[3.08 µM],1%,1.2%,nt,-1%,nt
CC1=C(C(=O)OC2CCCCCC2)C(c2ccc(C)o2)C2=C(CCCC2=O)N1 (stereo not drawn),?,-7%,nt,nt,nt,3.4%,-7%,-0.3%,nt,-13%,-7%
Cc1cn([C@H]2C=C[C@@H](CO)O2)c(=O)[nH]c1=O,-17%&-4%,-2%&1%,17%&16%,2%,-5%&-3%,-3.8%&-2.2%,-2%&-2%,-1.5%&-1.3%,i,3%&-3%,0%&-9%
COc1ccc2nc3oc(C(=O)NCc4cccs4)cc3cc2c1,?,-5%,20%,-1%,-15%,-1.3%,-4%,2.2%,i,-2%,-18%
O=C(CS(=O)(=O)c1cn(Cc2ccccc2Cl)c2ccccc12)N1CCOCC1,7%,-1%,-18%,8%,-5%,1.2%,1%,-0.9%,i,-3%,-3%
CC(=O)OCc1c(F)c(F)c(-n2nc(C)cc2C)c(F)c1F,11%,-2%,-13%,-5%,0%,-1.6%,-1%,0.4%,i,-13%,-12%
COc1ccc(S(=O)(=O)N2CCN(CC(=O)Nc3ccc(C)c(F)c3)CC2)cc1,?,-1%,5%,34%[activator],7%,0.3%,-2%,-1.2%,i,-25%,-5%
CCOC(=O)CSc1nnc(-c2ccco2)n1-c1ccccc1,29%,-2%,7%,-4%,-2%,-0.2%,1%,-2.4%,i,1%,-1%
CCOC(=O)c1ccc(NC(=O)CSc2nc3c(c(=O)n2C)SC(C)C3)cc1 (stereo not drawn),20µM*,-2%,-19%,nt,-5%,-1.1%,-2%,-0.1%,nt,4%,5%
COc1ccccc1NC(=O)N(CCCN1CCOCC1)Cc1cc2cc3c(cc2[nH]c1=O)OCO3,21%,-10%,6%,0%,-2%,-3.5%,-10%,-1.9%,i,6%,?
COc1cccc(OCc2nc3ccccc3[nH]2)c1,11%,-1%,-12%,nt,-4%,6.3%,1%,-0.2%,nt,1%,-10%
O=C(NCc1cccs1)c1csc2ccccc12,-3%,-2%,0%,5%,-3%,-2.3%,-15%,-0.2%,i,2%,8%
O=C1CC(=O)CC(c2ccco2)C1,0%,0%,9%,-7%,-10%,-1.9%,1%,0.4%,i,4%,-3%
Cc1ccc(S(=O)(=O)N2CCC(C(=O)OCC(=O)N3CCc4ccccc43)CC2)cc1,0%,-4%,36%,23%,0%,-2.0%,-2%,1.7%,i,8%,15%
C=COCCNC(=O)C1CC(=O)N(c2ccc(C)cc2)C1 (stereo not drawn),-1%,1%,2%,nt,-1%,-0.1%,-2%,-0.1%,i,15%,10%
[O-][n+]1c2c(nn1-c1ccccc1Cl)-c1nonc1CC2,5%,0%,3%,-4%,-3%,-2.4%,-2%,1.1%,i,2%,7%
O=C(COC(=O)c1ccccn1)Nc1ncc(C(F)(F)F)cc1Cl,-7%,4%,8%,-6%,-2%,0.3%,0%,-0.9%,i,12%,6%
O=C(O)C1CCCN1S(=O)(=O)c1ccc2[nH]c(=O)c(=O)[nH]c2c1 (stereo not drawn),1%,-1%,-4%,-21%,-4%,-0.9%,0%,0.7%,i,5%,?
N#Cc1nc(Cc2cccc3ccccc23)oc1N1CCOCC1,?,-3%,-7%,5%,7%,2.7%,-1%,0.1%,i,-6%,7%
O=C(Cn1nnc(-c2ccccc2)n1)NCc1ccc2c(c1)OCO2,12%,2%,-20%,3%,-1%,0.4%,-1%,0.3%,i,3%,5%
COc1cccc(CNC(=O)C2CCN(c3cnccn3)CC2)c1,?,0%,15%,14%,-3%,-2.1%,-1%,0.4%,i,2%,-8%
O=C(CSc1nnc(-c2ccccn2)n1Cc1ccccc1)Nc1ccc2c(c1)OCO2,22%,-3%,166%,-8%,9%,-2.2%,-1%,0.5%,i,-4%,7%
COC(=O)c1ccc(C(NC(=O)OCc2ccccc2)/C(=C/[C@@H](C)C(=O)NCc2ccc(OC)c(OC)c2)c2cccnc2)cc1 (stereo partly drawn),3%,-1%,-9%,nt,-5%,-0.6%,2%,-0.4%,nt,-3%,12%
Cc1nc2ccc(S(=O)(=O)N(C)CC(=O)NCc3ccc4c(c3)OCO4)cc2s1,4%,-2%,4%,-2%,-7%,-2.9%,1%,-2.8%,i,-1%,0%
COCCn1c(SCC(=O)N2CCCc3ccccc32)nnc1-c1ccco1,11%,0%,-3%,-7%,3%,-1.7%,0%,-0.4%,i,-3%,-6%
COc1cccc(C(=O)Nc2c3c(nn2-c2cccc(C)c2C)CS(=O)(=O)C3)c1OC,17%,-3%,12%,25%,-6%,1.3%,-3%,-1.4%,i,-10%,-3%
CC(=O)N(Cc1cc(=O)[nH]c2ccccc12)c1ccc(C)cc1,6%,0%,6%,8%,-8%,-2.1%,-1%,0.3%,i,-10%,3%
COc1ccc(S(=O)(=O)NCCC(=O)NC2CCCCCCC2)cc1,0%,0%,-2%,46%[activator],-6%,-2.8%,-1%,0.1%,i,1%,1%
O=C(CSc1ccc2nnc(-c3ccncc3)n2n1)N1CCc2ccccc21,5%,-5%,-9%,nt,-7%,-1.7%,-3%,1.2%,nt,3%,-3%
CCOCCCNC(=O)C1CCN(C(=O)Nc2ccc(C)cc2)CC1,0%,3%,-8%,nt,-30%,-0.4%,0%,0.9%,i,11%,21%
C=CCN=C(NC#N)SCC(=O)NC(C)(C)C,4%,0%,4%,-2%,-3%,0.0%,-1%,1.7%,i,3%,17%
CN(C)C(=O)N1CCCC(C(=O)NCc2ccccc2)C1 (stereo not drawn),2%,0%,4%,-7%,-4%,-1.1%,0%,0.8%,i,10%,3%
Cc1nc2n(c(=O)c1CCN1CCC(c3noc4cc(F)ccc34)CC1)CCCC2,6%[25.6 µM],1%[25.7 µM],2%[25.6 µM],3%[17.1 µM],-4%[25.6 µM],-1.6%[34.4 µM],-3%[25.7 µM],0.8%[34.4 µM],i,-1%[25.6 µM],7%[25.6 µM]
O=C(CCn1c(=S)oc2ccccc21)Nc1ccc2c(c1)OCCO2,4%,0%,4%,1%,0%,0.2%,2%,-0.1%,i,0%,-2%
Cc1cc(C)cc(N)c1,?,1%,12%,nt,-2%,-1.2%,-3%,-0.6%,nt,-8%,-5%
COC(=O)Cc1c(C)nc2nc(Cc3ccccc3)[nH]n2c1=O,2%,0%,7%,6%,-6%,-1.9%,2%,1.1%,i,10%,3%
COc1cccc(C(=O)N(Cc2ccc3c(c2)OCO3)Cc2nc3ccccc3c(=O)[nH]2)c1,21%,-2%,5%,50%[activator],-11%,0.7%,0%,0.1%,i,-6%,-3%
O=C1C(C=NCc2cccnc2)=C(O)c2ccccc21,1%[11.4 µM],1%,?,0%[7.66 µM],8%[11.4 µM],0.2%,-3%,0.6%,nt,3%[11.4 µM],-9%[11.4 µM]
Cc1oc(/N=C/c2ccc(Cl)cc2Cl)c(C#N)c1C,-1%,-2%,-7%,0%,1%,0.5%,-7%,0.2%,nt,0%,-2%
N#Cc1ccccc1NC1=CC(=O)CCC1,-7%,-1%,-14%,1%,-4%,-0.3%,-1%,0.4%,nt,-7%,-7%
CCCCCn1c(Br)nc2c1c(=O)n(CC(N)=O)c(=O)n2C,-1%,-2%,-24%,-1%,-3%,-0.6%,2%,0.0%,i,-10%,2%
Cc1cc(C)nc(SCC(=O)NC2=NC(=O)C(C)S2)n1 (stereo not drawn),3%,-1%,-3%,-12%,-8%,-1.0%,3%,-0.7%,i,-6%,?
CC1=N[C@@](C)(COC(=O)[C@]2(C)N[C@](C)(CO)CO2)COC1=O,0%[11.4 µM],1%[11.5 µM],6%[11.4 µM],nt,-9%[11.4 µM],-2.5%[15.4 µM],-1%[11.5 µM],-0.4%[15.4 µM],i,11%[11.4 µM],-2%[11.4 µM]
CCOC(=O)Nc1ccccc1C(=O)N1CCOCC1,-2%,0%,6%,-3%,-3%,-0.2%,-2%,2.0%,nt,-1%,4%
